High-throughput results from PubChem BioAssay.
B2AR arrestin – beta2AR (human) beta-arrestin recruitment activity; beta-arrestin recruitment to beta2AR, cell-based reporter; Potency, µM (titrated, usually from 46.1 µM), for inactives: at the top dose activation, hits mostly activators; hit rate 0.02% among 330,000;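 further: potency means the concentration at half of the fitted maximal effect; 0% = DMSO controls and full agonism = EC100 isoproterenol or metaproterenol; nearly all actives have a fitted effect of over 65% in size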
KCNH2 WT inh – inhibitors of human wildtype KCNH2 potassium channel | activity change, % at 1.84 µM | U2OS, BacMam KCNH2, thallium flux FluxOr; active compounds read low | hit rate 0.37% among 340,000 | Q12809;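 active means maximum activity change below -70%; inconclusive means maximum activity change between -70% and -50%; inactive means maximum activity change above -50%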; further: on the % scale 0 is the no-effect control and ±100 the full control effect
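U2OS cells transduced with wild-type KCNH2 virus are loaded with FluxOr dye for 45 min, and thallium flux is measured in kinetic reads before and after stimulation buffer. Rate constants are normalized to DMSO controls.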
PKM2 activator – increases activity of human pyruvate kinase M2 | Potency, µM (series often up to 57.5 µM), for the others: top-dose activation, most hits filed as activators | hit rate 0.34% among 260,000 | purified PKM2, Kinase-Glo ATP luminescence, activation; response scale: 0% is enzyme alone, no compound | P14618; further: potency means the concentration at half of the fitted maximal effect; on the % scale 0 is the no-effect control and ±100 the full control effect; nearly all actives have a fitted effect of over 55% in size
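Purified hPK-M2 (>95% pure) converted ADP (0.1 mM final) to ATP with 0.5 mM PEP in 50 mM imidazole pH7.2, KCl, MgCl2, Tween 20, BSA; 1 h at room temperature. ATP detected by Kinase-Glo luminescence.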
FBPA coupling cs – coupling enzyme interference in Giardia aldolase counter-screen. coupling enzyme system counterscreen, AmpLite Red fluorescence. AID 2472. hit rate 0.67% among 290,000. activity change, negative = inhibition, % at 58.2 µM, hits read low; in the data active means activity change below about -30%; further: on the % scale 0 is the no-effect control and ±100 the full control effect
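Counterscreen lacking aldolase: glyceraldehyde-3-phosphate coupling-enzyme reagent preincubated 10 min at RT with compound (at 57.5 uM final), then substrate/coupling system with AmpLite Red added; fluorescence read at 525/598 nm after 20 min RT.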
KCNH2 3.1 inh – blocks the human KCNH2 3.1 channel isoform | U2OS KCNH2 3.1, thallium flux FluxOr; active compounds read low | activity change, % (tested at about 1.8 µM) | hit rate 0.95% among 340,000;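 active means maximum activity change below -70%; inconclusive means maximum activity change from -70% to -50%; inactive means maximum activity change above -50%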;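 further: thallium influx rate constant from kinetic fluorescence after stimulation buffer; on the % scale 0 is the no-effect control and ±100 the full control effect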
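Thallium flux via FluxOr fluorescence (Red40 quencher, 45 min loading) in U2OS cells virally expressing the KCNH2 3.1 isoform (1.77 x 10^8 /mL virus, overnight at 37 C). Rate constants from 2-min kinetic reads post-stimulation, normalised to positive and negative controls.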
CXXC DNA block – blocks binding of human MLL CXXC domain to DNA; Q03164; MLL-CXXC / FITC-HOXA9 DNA fluorescence polarization; Potency, µM (titrated, usually from 115 µM), for the others: top-dose activity change, negative = inhibition, actives largely listed as inhibitors; hit rate 0.037% among 290,000; AID 2662; active means well fitted inhibition curve with a large enough effect in the polarisation, with a control signal flat, not every such curve was filed as active; inconclusive means small, poorly fitted or top-dose-only effect, or effect the other way, or a change in a side signal; inactive means no such curve, though single readings can be large or run the other way; the % refers to the polarisation; further: potency means the concentration at half of the fitted maximal effect
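Steps: dispense CXXC domain solution (7 uM) → pin compounds or unlabeled HOX-A9 DNA control → 5 min ambient → add FLSN-HOX-A9 solution (50 nM) → spin → 30 min ambient → fluorescence polarization. Tris pH 7.5/NaCl/DTT/BSA buffer.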
TRPV1 agonist – human TRPV1 agonism; activation, % at 8.33 µM; TRPV1-expressing cells, Fluo-8 calcium influx, agonist mode; hit rate 0.19% among 320,000; Q8NER1; in the data active means activation above about 80%; inconclusive means between about 30% and that limit; further: 0% is about no effect
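Cells expressing TRPV1 were dye-loaded with Fluo-8 and read kinetically: 10 s baseline, 3 min after compound (agonist portion), then 2 min after EC20 capsaicin (allosteric enhancer portion). Calcium-bound dye fluorescence at 480/520 nm.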
USP2a inh – blocks human ubiquitin-specific protease USP2a; Potency, µM (series often up to 38.3 µM), without a hit: at the top dose activity change, negative = inhibition, usual class: inhibitors; O75604; USP2 core, Ub-CHOP2 coupled fluorogenic reporter, 485/531; hit rate 0.01% among 330,000; AID 463254;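 further: potency means the concentration at half of the fitted maximal effect; plate controls were DMSO wells for no effect and full inhibition by NEM control for full effect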
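Cell-free coupled assay: 10nM USP2 core preincubated 30min RT with compound in Tris-HCl pH 8.0/CaCl2/CHAPS buffer, then 25nM Ub-CHOP2 and 25nM reporter substrate; fluorescence (Ex 485/Em 531) read after 60min RT, normalized to NEM inhibition, concentration-response curves fitted.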
GALK inh – galactokinase (human) inhibition; Purified GALK, Kinase-Glo residual ATP luminescence; Potency, µM (highest dose often 57.5 µM), for inactives: top-dose activity change, negative = inhibition, most hits filed as inhibitors; hit rate 0.007% among 270,000; AID 1868; further: potency means the concentration at half of the fitted maximal effect; on the % scale 0 is the no-effect control and ±100 the full control effect
Target sequence (P51570 whole entry, looked up): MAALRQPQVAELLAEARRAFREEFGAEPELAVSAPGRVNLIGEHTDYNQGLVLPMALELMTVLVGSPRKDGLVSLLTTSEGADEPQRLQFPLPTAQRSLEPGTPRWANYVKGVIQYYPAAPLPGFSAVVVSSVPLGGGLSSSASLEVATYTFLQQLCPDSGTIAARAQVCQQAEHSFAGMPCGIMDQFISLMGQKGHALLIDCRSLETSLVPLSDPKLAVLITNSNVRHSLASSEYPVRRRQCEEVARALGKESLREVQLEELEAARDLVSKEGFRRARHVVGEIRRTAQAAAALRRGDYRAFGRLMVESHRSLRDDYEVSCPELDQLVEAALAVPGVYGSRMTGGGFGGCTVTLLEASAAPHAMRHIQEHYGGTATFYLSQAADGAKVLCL
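Quantitative HTS: GALK 5 nM, ATP 35 uM, galactose 100 uM, 1 h room temperature, then luciferase-based ATP detection.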
Giardia killer – kills Giardia lamblia. Giardia lamblia trophozoite viability. activity change, % at 7.66 µM, hits read low. hit rate 0.15% among 340,000. AID 540267; in the data active means activity change below about -80%; inconclusive means between about -30% and that limit;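 further: parasites exposed to compound for two days anaerobically before the ATP read; on the % scale 0 is the no-effect control and ±100 the full control effect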
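Viability, read as ATP luminescence: trophozoites at 100 cells/well, compound added, 48 hrs anaerobic at 37 deg C, then 15-30 min room-temperature development before reading.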
Menin-MLL TR inh – inhibitors of human menin-MLL interaction, mutant MLL peptide. Menin + Texas Red MLL mutant peptide, fluorescence polarization. hit rate 0.23% among 270,000. Potency, µM (titrated, usually from 61.6 µM), for inactives: at the top dose FP activity change, negative = inhibition, most hits filed as inhibitors. AID 1768; active means well fitted inhibition curve with a large enough effect in the polarisation, with a control signal flat, not every such curve was filed as active; inconclusive means small, poorly fitted or top-dose-only effect, or effect the other way, or a change in a side signal; inactive means no such curve, though single readings can be large or run the other way; the % refers to the polarisation; further: potency means the concentration at half of the fitted maximal effect; % of control where 0% means no effect; many of its hits are not listed in these tables
Target sequence (O00255 whole entry, looked up): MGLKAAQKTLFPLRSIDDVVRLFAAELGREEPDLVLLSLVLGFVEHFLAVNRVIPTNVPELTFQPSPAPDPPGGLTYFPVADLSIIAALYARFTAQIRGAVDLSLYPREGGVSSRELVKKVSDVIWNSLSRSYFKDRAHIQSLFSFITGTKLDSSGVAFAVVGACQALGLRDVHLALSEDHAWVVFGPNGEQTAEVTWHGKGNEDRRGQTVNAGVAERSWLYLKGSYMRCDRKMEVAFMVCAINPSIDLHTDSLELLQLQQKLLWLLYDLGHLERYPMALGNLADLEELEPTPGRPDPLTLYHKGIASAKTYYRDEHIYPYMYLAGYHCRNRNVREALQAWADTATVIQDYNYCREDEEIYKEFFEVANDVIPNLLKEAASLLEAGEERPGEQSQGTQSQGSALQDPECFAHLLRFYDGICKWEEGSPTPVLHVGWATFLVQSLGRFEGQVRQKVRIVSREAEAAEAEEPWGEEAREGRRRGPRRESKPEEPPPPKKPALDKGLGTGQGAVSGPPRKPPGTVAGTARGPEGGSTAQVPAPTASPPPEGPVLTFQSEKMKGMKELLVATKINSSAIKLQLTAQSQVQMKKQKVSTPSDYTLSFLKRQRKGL
Active calls of the source: *; ? = inconclusive; nt = no result given; & = joins results of further samples; [ ] = remark or other dose. Unless noted, the call rests on the fitted dose curve; in most records, active means well fitted curve in the direction sought with a large enough effect; inconclusive means small, poorly fitted or top-dose-only effect, or another doubt; inactive means no such curve, though single readings can be large; an effect the other way counts as inactive or inconclusive. Only part of the results is shown. The share of hits here may be higher or lower than overall.

SMILES	B2AR arrestin	KCNH2 WT inh	PKM2 activator	FBPA coupling cs	KCNH2 3.1 inh	CXXC DNA block	TRPV1 agonist	USP2a inh	GALK inh	Giardia killer	Menin-MLL TR inh
O=C(Nc1ccc2c(c1)OCO2)N1CCN(C(=O)C2CCCO2)CC1 (stereo not given)	-0.4%	-2.3	1.2%	0.5	1.7	-1.1%	-3.2	-0.4%	-5.3%	-6.5	8.6%
Cn1c(-c2ccc(F)cc2)cnc1NCc1cccc(F)c1	-1.1%	-11.4	6.8%	nt	6.1	5.0%	-0.6	0.6%	0.3%	-2.8	-4.8%
O=[N+]([O-])c1ccc(N2CCN(c3ccc(O)cc3)CC2)c(Cl)c1	-0.7%	0.5	-3.8%	-11.6	-7.3	12.8%	-5.6	3.4%	nt	3.6	?
Cc1cccc(N2CCN(C(=O)Cc3cn(C)c4ccccc34)CC2)c1C	-1.1%	25.9	23.0%	4.6	2.9	-16.6%	-1.3	2.2%	1.3%	13.3	?
O=C(OCc1nc2ccsc2c(=O)[nH]1)c1ccc(Cl)s1	0.1%	-9.5	nt	nt	-3.2	nt	-4.8	0.1%	nt	-2.3	nt
CCCCC12CN3CC(C)(CN(C1)C3c1ccc([N+](=O)[O-])o1)C2=O (stereo not given)	-0.9%	2.2	0.3%	5.1	8.9	-1.3%	-4.4	-1.0%	-3.9%	?	nt
CCCCCN(C(=O)CCC(=O)OCCOc1ccccc1Cl)c1c(N)n(CCCC)c(=O)[nH]c1=O	0.2%	9.0	nt	nt	-12.8	nt	-0.1	4.2%	nt	-8.3	nt
CCCCCNC(=O)c1ccc2c(c1)ncn2-c1ccc(OC)cc1	0.1%	9.8	nt	-0.3	-13.4	33.2%[activator]	28.1	0.5%	-1.4%	32.9[activator]	?
CC(C)CCN(C(=O)Nc1ccc(Cl)cc1)C1CCN(C(C)C)CC1	0.0%	43.2	-11.7%	2.2	-47.7	-10.0%	-5.0	1.1%	3.1%	-4.0	-24.0%
O=C(O)C(Cc1ccc(Cl)cc1)Sc1nc2ccccc2[nH]1 (stereo not given)	-0.4%	-5.5	nt	14.7	-0.3	36.1%[activator]	-0.9	-5.8%	-0.6%	-3.4	8.3%
Cc1ccc(S(=O)(=O)NCc2c(-c3ccccc3)c3cc(Cl)ccc3[nH]c2=O)cc1	-0.1%	2.6	0.2%	0.1	-15.2	2.1%	-2.0	4.5%	0.2%	-4.6	8.2%
Cc1ccc(C2=NC(=O)/C(=C/c3cc(O)c(O)c(Br)c3)S2)cc1	-0.5%	3.8	-23.5%	-6.5	-7.7	?	7.0	?	11.0%	-6.0	?
Cc1ccc(/C=C/C(=O)c2c(C)cc(C)[nH]c2=O)cc1	-0.5%	-19.3	0.1%	2.5	-0.3	-5.4%	-0.4	-0.8%	-0.7%	-7.4	-19.1%
COc1ccc(O)c(CN2CCC(n3nccc3NC(=O)C3CCCC3)CC2)c1	0.0%	41.1	-15.8%	nt	-16.1	0.0%	0.1	-1.1%	3.7%	10.2	nt
O=S(=O)(Nc1nc2ccccc2nc1-[n+]1cccc(N=C([O-])c2ccccc2Cl)c1)c1ccccc1	-0.7%	nt	-1.7%	0.3	nt	?	-0.3	6.1%	-0.6%	nt	nt
CCc1nonc1NC(=O)COc1cc(C)c(Cl)c(C)c1	-0.3%	-12.5	nt	nt	-7.2	-3.4%	17.0	3.0%	-3.3%	7.2	nt
COc1ccc(-c2csc(Nc3cccc(C)n3)n2)cc1	-0.4%	-27.5	0.1%[11.5 µM]	-5.2	6.5	-8.8%	-2.3	-0.9%	-1.2%	-19.9	?
COc1cccc(C2=NOC(C(=O)N3CCN(Cc4ccccc4)CC3)C2)c1OC (stereo not given)	0.4%	-5.8	-0.5%	2.3	8.2	2.0%	-2.6	4.6%	-3.5%	1.2	?
Cc1ccc(NC(=S)N2CCN(S(C)(=O)=O)CC2)cc1C	0.1%	4.6	-9.9%	nt	-8.8	-4.5%	9.6	-1.0%	-5.7%	17.9	nt
Cc1ccnc2nc(C(=O)OCC(=O)NC3CCC(C)CC3)nn12 (stereo not given)	-0.1%	-10.8	nt	nt	-37.6	nt	0.4	1.0%	nt	-28.9	nt
CN(C)CCCC(C)(O)C(Cc1ccccc1)c1ccccc1 (stereo not given)	-0.3%	-0.9	3.5%	3.0	15.2	0.3%	2.1	5.9%	3.3%	-0.9	-0.8%
Cn1c(CSCc2ccccc2)n[nH]c1=S	-0.3%	-2.2	-5.8%	2.2	9.5	-9.8%	3.3	1.6%	-2.2%	-19.9	9.4%
CS(=O)CCC(NS(=O)(=O)c1ccccc1)C(=O)O (stereo not given)	-0.4%	14.5	-10.8%	1.3	-2.7	4.5%	-4.2	-0.1%	-0.3%	-2.8	13.9%
O=C(NCc1ccc2c(c1)OCO2)C(=O)NCC1OCCCN1S(=O)(=O)c1cc(F)ccc1F (stereo not given)	-0.4%	-1.1	-13.5%	nt	-8.2	9.6%	1.9	-0.2%	-0.3%	5.4	nt
Nc1ccc(S(=O)(=O)Nc2nc3ccccc3o2)cc1	0.0%	6.3	-15.7%	6.6	-12.4	-2.1%	4.8	-0.3%	2.6%	11.0	37.5%[activator]

Carrying on.
SMILES	B2AR arrestin	KCNH2 WT inh	PKM2 activator	FBPA coupling cs	KCNH2 3.1 inh	CXXC DNA block	TRPV1 agonist	USP2a inh	GALK inh	Giardia killer	Menin-MLL TR inh
CCc1ccc(-c2nc(CN3CCC(C(=O)N4CCN(c5ccccc5)CC4)CC3)c(C)o2)cc1	-0.6%	-24.3	-1.4%	2.8	-46.2	-2.7%	3.8	-14.3%	1.7%	-4.0	-25.1%
N#CC1=C(C2CC2)CC(c2ccccc2)C(C#N)=C1N (stereo not given)	3.3%	-5.2	-0.4%	-1.0	-13.8	-1.6%	25.8	0.5%	-0.7%	-13.5	-9.5%
COc1ccc(CNc2nc3nc(C)cc(C)n3n2)cc1	0.0%	-13.8	3.1%	-0.3	4.4	-2.8%	1.0	0.8%	-2.8%	-3.2	-22.2%
O=C1c2cccnc2C(Nc2ccc(Br)cc2Br)N1Cc1cccs1 (stereo not given)	-0.1%	nt	0.5%	-0.4	nt	6.0%	18.7	0.6%	-2.5%	nt	-9.4%
Cc1ccc(CN2CCSc3ccc(C(=O)NCC4CCCO4)cc32)cc1 (stereo not given)	-0.1%	-1.7	nt	nt	2.9	2.0%	?	0.7%	-1.5%	29.4	nt
O=C(Nc1ccccc1)c1ccc(Br)o1	0.0%	-4.1	3.5%	-0.6&0.3	-7.8	10.8%	?	1.3%	nt	7.9	11.7%[94.6 µM]
COc1ccccc1N(CC(=O)NCC1CCCO1)C(=O)CNS(=O)(=O)c1ccccc1 (stereo not given)	-0.2%	-4.5	-6.2%	4.2	-5.0	-1.4%	1.7	3.9%	-0.7%	4.9	nt
CN(Cc1ccc(CNC[C@H]2O[C@@H](n3cnc4c(N)ncnc43)[C@H](O)[C@@H]2O)o1)S(C)(=O)=O	-0.6%	29.0	nt	nt	-5.2	nt	nt	-0.2%	nt	23.5	nt
CCOc1ccccc1C1C(C#N)=C(N)N(N(C)C)C2=C1C(=O)CCC2 (stereo not given)	0.0%	8.1	nt	0.1	10.5	0.5%	3.4	1.2%	3.9%	3.3	4.5%
CC(=O)Nc1ccc(OC(=O)N2CCCC2)cc1	-0.8%	-12.0	-1.0%	2.0	20.1	6.2%	3.6	2.5%	5.7%	-10.6	-0.1%
CCc1cc(=O)oc2c(C)c(OC(C)C(=O)NC3CC(C)(C)NC(C)(C)C3)ccc12 (stereo not given)	-0.2%	0.4	-0.5%	-3.1	-6.2	-4.7%	-1.9	2.0%	5.7%	8.6	1.1%
COc1cc(C)nc(N2CCCC(C(=O)NC3CCC(C)CC3)C2)n1 (stereo not given)	0.0%	-5.8	-0.3%	8.6	-1.3	-1.8%	26.6	2.5%	1.3%	5.7	1.8%
Cc1ccc(C(=O)Nc2nnc(C3=COCCO3)o2)cc1C	-0.5%	-13.6	0.5%	-5.5	-0.9	11.9%	12.0	2.2%	1.4%	-28.7	-0.4%
CS(=O)(=O)N(CC(=O)N1CCCC1)c1cc(Cl)c(Cl)cc1Cl	-1.0%	10.5	0.4%	1.7	-5.9	1.4%	0.2	1.0%	2.2%	-9.2	0.9%
Cc1csc(NC(=O)C(F)(F)F)n1	-2.0%	14.5	2.0%	0.8	2.7	4.7%	-0.6	3.0%	nt	-12.8	0.7%
